Screening data from PubChem.
KB-3-1 tox: qHTS assay for MDR1-selective chemotherapeutics: Primary screen using the parental adenocarcinoma cell KB-3-1. Potency, µM (highest dose often 46.1 µM), for inactives: at the highest dose activity change, negative = cytotoxic, usual class: cytotoxic. 400,000 compounds, 1.4% hits. AID 1347075, 2019. KB-3-1 viability, CellTiter-Glo ATP luminescence, 72 h; also: potency is read from the fitted curve at half-maximal effect; % is scaled to controls: 0 for no effect and ±100 for the full control effect; nearly all actives have a fitted effect of over 60% in size
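Parental KB-3-1 adenocarcinoma cells in phenol-red-free DMEM with 10% FBS were pin-treated with compounds at several concentrations, incubated 72 h at 37 °C, and viability read by CellTiter-Glo luminescence; concentration-effect curves were fitted after normalization.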
HT1080 IDH1KD tx: qHTS for induction of synthetic lethality in tumor cells producing 2HG: qHTS for the HT-1080-IDH1KD cell line. HT-1080 IDH1 knockdown viability, ATP luminescence, 48 h. Potency, µM (titrated, usually from 46.1 µM), without a hit: at the highest dose activity, negative = toxicity, hits mostly cytotoxic. 360,000 compounds, 2% hits. AID 686971, 2013;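 also: potency is read from the fitted curve at half-maximal effect; 0% = DMSO wells and -100% = cell-free medium wells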
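In this qHTS, HT-1080 cells depleted of IDH1 are exposed for 48 h at 37 °C to compound titrations. Toxicity is scored from CellTiter-Glo luminescence, with DMSO as full viability and medium alone as none.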
MCF10A rerep: A quantitative high throughput screen for small molecules that induce DNA re-replication in MCF 10a normal breast cells; 350,000 compounds, 2.9% hits; AID 624296, 2012; Potency, µM (titrated, usually from 46.1 µM), for the others: at the top dose activity, positive = re-replication, hits mostly activators; MCF 10A DNA re-replication, Hoechst nuclear intensity, 48 h; also: potency is read from the fitted curve at half-maximal effect; % of control where 0% means no effect; nearly all actives have a fitted effect of over 50% in size
HepG2 tox: qHTS for Inhibitors of TGF-b: Cytotox Counterscreen; Potency, µM (top dose mostly 46.1 µM), for inactives: top-dose activity change, negative = cytotoxicity, actives largely listed as cytotoxic; 410,000 compounds, 0.76% hits; HepG2 CAGA-GFP viability, ATP luminescence, 18 h; also: potency is read from the fitted curve at half-maximal effect; some results filed as inactive show a strong effect at the top dose
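CellTiter-Glo luminescence gave cytotoxicity after 18 hours at 37 degrees C. The cells were HepG2 CAGA-GFP in 1% FBS DMEM, stimulated with 500 pg/mL TGF-beta after compound addition. %Activity was normalised to no-cell wells (complete cell-killing) and DMSO (no toxicity), and curves were fitted and classified.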
SW480 rerep: A quantitative high throughput screen for small molecules that induce DNA re-replication in SW480 colon adenocarcinoma cells; SW480 DNA re-replication, Hoechst DNA content imaging, 48 h; Potency, µM (doses to about 46.1 µM), for inactives: top-dose re-replication activation, actives largely listed as activators; 340,000 compounds, 1.8% hits; AID 624297, 2012; also: potency is read from the fitted curve at half-maximal effect; % of control where 0% means no effect; nearly all actives have a fitted effect of over 55% in size
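Compounds, transferred as 23 nL by pin tool, were incubated with cells for 48 hr; DNA content per nucleus was then quantified by Hoechst staining and fluorescence plate imaging.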
HT1080NT lethal: qHTS for induction of synthetic lethality in tumor cells producing 2HG: qHTS for the HT-1080-NT fibrosarcoma cell line; HT-1080-NT fibrosarcoma viability, CellTiter-Glo ATP luminescence, 48 h; Potency, µM (top dose mostly 46.1 µM), inactives show at the highest dose activity, negative = less viability, hits mostly cytotoxic; AID 686970, 2013; 360,000 compounds, 1.6% hits;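 also: NT is the 2HG producing partner of a matched IDH1 knockdown line; potency is read from the fitted curve at half-maximal effect; 0% = DMSO-treated cells and -100% = media-only wells without cells; nearly all actives have a fitted effect of over 55% in size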
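HT-1080-NT fibrosarcoma cells (2HG-overproducing), 750 cells/well in RPMI with 5% FBS, dosed after 2 h and incubated 48 h at 37C. CellTiter-Glo luminescence normalized to DMSO and no-cell wells; concentration-response curves fitted and classed.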
S2 tox: Viability Counterscreen for Primary qHTS for Inhibitors of ATXN expression; Potency, µM (highest dose often 56.7 µM), usual class: cytotoxic; S2 cells (HEK-293 line with an ATXN2-luciferase reporter) viability, CellTiter-Fluor protease fluorescence, 24 h; 400,000 compounds, 0.49% hits; AID 651635, 2014; also: potency is read from the fitted curve at half-maximal effect; nearly all actives have a fitted effect of over 40% in size
ATXN2 expr inh: Primary qHTS for Inhibitors of ATXN expression; HEK-293 ATXN2-luciferase reporter, luminescence, 24 h; 360,000 compounds, 0.72% hits; Potency, µM (doses to about 57 µM), without a hit: at the highest dose activity change, negative = inhibition, most hits filed as inhibitors; also: potency is read from the fitted curve at half-maximal effect; % is scaled to controls: 0 for no effect and ±100 for the full control effect; nearly all actives have a fitted effect of over 55% in size
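ATXN2-luciferase reporter cells (luciferase flanked by upstream and downstream ATXN2 gene portions) were treated 24 h at 37 °C with compounds at up to 57 uM. SteadyGlo luminescence gave expression; GF-AFC fluorescence gave viability.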
IL-1B inflam inh: qHTS for Inhibitors of Inflammasome Signaling: IL-1-beta AlphaLISA Primary Screen. THP-1 LPS/ATP IL-1B secretion, AlphaLISA, 16 h; hits give low values. activity change, % at 57.5 µM. 360,000 compounds, 4.7% hits. AID 743279, 2014; in the data active = activity change below about -50%; inconclusive = mostly about -30% to -49%; also: % is scaled to controls: 0 for no effect and ±100 for the full control effect
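THP-1 cells pretreated 1 hr with compounds (up to 57.5 uM final), then stimulated with LPS (250 ng/mL final) plus ATP (1.25 mM final); secreted IL-1B measured by AlphaLISA after 16 hr, decreased signal indicating inhibition.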
The depositor's hits bear a star; i = inactive; ? = inconclusive; · = not tested or not shown; & = joins results of further samples; [ ] = another dose, or the depositor's remark. Unless noted, calls follow the shape of the dose curve; as a rule, active = well fitted curve in the direction sought with a large enough effect; inconclusive = small, poorly fitted or top-dose-only effect, or another doubt; inactive = no such curve, though single readings can be large; an effect the other way counts as inactive or inconclusive.

entry	SMILES	SW480 rerep	S2 tox	KB-3-1 tox	HT1080NT lethal	IL-1B inflam inh	MCF10A rerep	ATXN2 expr inh	HepG2 tox	HT1080 IDH1KD tx
1	CCOC(=O)N1CC=C2C(C#N)=C(N)C(C#N)(C#N)[C@H](c3ccc(OC(C)C)c(OCC)c3)[C@H]2C1	?	i	9%	-9%	1	?	-12%	-33%	-6%
2	O=C(NCC1CCCCC1)c1ccc2nc([C@H]3C[C@H](O)[C@@H](CO)O3)[nH]c2c1	·	i	0%	?	0	·	6%	1%	?
3	COc1cccc(NC(=O)CSc2nc(N)cc(N)n2)c1	-8%	i	-5%	-21%	-14	6%	46%[activator]	-33%	14%
4	N#C/C(=C\c1cccs1)C(=O)Nc1ccccn1	-10%	i	1%	?	10	-4%	88%[activator]	-20%	20%
5	CCOC(=O)CSc1nc(N)c(C#N)c(CC(C)C)c1C#N	-3%	i	?	7%	-4	1%	-2%	1%	10%
6	Cc1c(NS(=O)(=O)c2cccs2)cccc1-c1nc2cccnc2s1	-13%	i	-13%	?	14	-3%	·	-11%	2%
7	CC(C)C[C@@H](CN1CCCC1CN1C(=S)NC[C@@H]1Cc1ccccc1)N1C[C@H](Cc2ccccc2)N(CCc2ccccc2)C1=S (some centres not stated)	·	?	-14%	-2%	11	·	?	·	-2%
8	CCN(CC)c1ccc(NC(=O)C(NS(=O)(=O)c2cccs2)C(C)C)c(C)c1 (configuration not stated)	·	i	2%	·	·	·	9%	-22%	·
9	CC1=CC(C)[C@H](/C=N/n2c(=O)[nH]c3c([nH]c4ccc(C)cc43)c2=O)C(C)C1 (some centres not stated)	?	?	?	-27%	-6	9.2µM*	?	7%	-21%
10	C=CCNC(=S)N1CCC(C(=O)c2ccc(C)cc2)CC1	13%	i	-18%	-13%	32	-2%	-15%	-5%	-6%
11	Cc1ccccc1S(=O)Cc1ccc(C(=O)N2CCN(C3CCCCC3)CC2)o1 (configuration not stated)	·	i	0%	-3%	-25	·	·	-5%	-11%
12	Cc1nc(CNS(=O)(=O)c2cccc(F)c2)cs1	3%	i	0%	3%	15	-6%	2%	0%	9%

Further structures
entry	SMILES	SW480 rerep	S2 tox	KB-3-1 tox	HT1080NT lethal	IL-1B inflam inh	MCF10A rerep	ATXN2 expr inh	HepG2 tox	HT1080 IDH1KD tx
13	CNc1nc(N)c([N+](=O)[O-])c(Nc2cccc(Cl)c2)n1	4%	?	-6%	16%	21	-2%	·	-2%	9%
14	OCCCc1cn(Cc2ccccc2)c2ccccc12	-3%[9.22 µM]	i	10%	-27%	13	?	6%	3%	-12%
15	COc1ccc(CNC(=O)CCCCCNc2nc(=S)[nH]c3ccccc23)cc1	-2%	i	?	-10%	-16	?	-25%	-1%	-13%
16	CN(Cc1nc(-c2ccc(Cl)cc2)no1)C(=O)c1ccc2c(c1)OCO2	-8%	?	-3%	0%	-12	1%	-11%	-24%	1%
17	CCc1ccc(C(=O)NNC(=O)C2CC(=O)N(Cc3ccccc3)C2)cc1 (configuration not stated)	-73%[inhibitor]	i	5%	0%	-14	-3%	5%	-5%	9%
18	CSCCC(NS(=O)(=O)/C=C/c1ccccc1)C(=O)O (configuration not stated)	-8%[1.84 µM]	i	0%	-3%	-18	-1%	-7%[11.3 µM]	-2%	20%
19	NC(=Nc1ccccc1)Nc1ccccc1	-5%&13%	?	-29%	4%	21	3%&4%	8%	-8%	8%
20	CCOC(=O)N1CCC(c2cc(=O)n3[nH]cc(C(=O)OC)c3n2)CC1	-9%	i	0%	-11%	-11	-6%	-14%	5%	0%
21	CCC(C(=O)OCc1cc(=O)n2nc(C)sc2n1)c1ccccc1 (configuration not stated)	·	i	2%	·	·	·	11%	-18%	·
22	COc1ccc(Cc2c(-c3ccc(F)cc3)nc3ccc(Cl)cn23)c(C)c1	·	?	0%	-20%	0	·	19%	-12%	?
23	O=C(COC(=O)c1cc([N+](=O)[O-])ccc1NCCO)c1ccc(Cl)cc1	-8%	i	2%	-10%	27	-3%	8%[11.3 µM]	31%	-10%
24	COc1ccccc1C(=O)COC(=O)Cn1[nH]c(=O)c2ccccc2c1=O	1%	?	0%	4%	5	0%	7%	0%	5%

Next part
entry	SMILES	SW480 rerep	S2 tox	KB-3-1 tox	HT1080NT lethal	IL-1B inflam inh	MCF10A rerep	ATXN2 expr inh	HepG2 tox	HT1080 IDH1KD tx
25	CC(=O)NC(=Cc1ccccc1)C(=O)N1CCCC1C(=O)O (configuration not stated)	·	?	28%	9%	12	·	·	43%	-1%
26	COc1ccccc1C1(O)CCN(CC(=O)Nc2c(C)nn(C)c2C)CC1	0%	i	1%	-7%	24	-2%	6%	15%	-2%
27	CO/N=C/Cc1c([N+](=O)[O-])c(C)nn1C	1%	i	15%	6%	6	0%	20%[11.3 µM]	28%	25%
28	Brc1nc(Br)n(Cc2ccccc2)n1	-3%	i	0%	19%	2	1%	-2%	-14%	3%
29	Cc1cc(NC(=O)CCC(=O)N(c2cccc(F)c2)C(C(=O)NC2CCCC2)c2ccncc2)no1 (configuration not stated)	-1%	i	-4%	?	10	-4%	-5%	9%	-1%
30	CCNc1nc(NCC)nc(Oc2ccc(OCC)nn2)n1	-6%	i	-3%	-1%	-4	-2%	23%	-5%	-13%
31	O=C(Cn1c(-c2cccs2)cc2cc(F)ccc21)N1CCN(c2ccccc2)CC1	·	i	-8%	·	·	·	10%	-15%	·
32	Cc1ccc(S(=O)(=O)NCC(=O)OCC(=O)NCc2ccc(F)cc2)cc1	?	i	13%	1%	23	-12%	-9%	-4%	9%
33	CCc1ccc2[nH]c3nc(SCc4nnc(-c5ccccc5)o4)nnc3c2c1	2%	i	2%	9%	-9	-5%	2%	11%	11%
34	CN(C)/C=C(/C(=O)c1ccc(Cl)cc1)S(=O)(=O)c1ccc(Cl)cc1	-1%	i	2%	-3%	-20	1%	-2%	-14%	7%
35	CC(=O)Nc1ccc(NC(=O)c2ccnn2C)cc1	4%	i	2%	-2%	-9	1%	6%	-11%	-1%
36	COc1ccc2nc3n(c(=O)c2c1)-c1ncccc1C(=O)NC3Cc1ccccc1 (configuration not stated)	·	i	-3%	2%	?	·	1%	0%	2%

(listing goes on)
entry	SMILES	SW480 rerep	S2 tox	KB-3-1 tox	HT1080NT lethal	IL-1B inflam inh	MCF10A rerep	ATXN2 expr inh	HepG2 tox	HT1080 IDH1KD tx
37	Cc1ccc(C(=O)Nc2ccc(C(=O)O)cc2)cc1S(=O)(=O)Nc1ccccc1	·	i	6%	·	·	·	10%	4%	·
38	CC(C)(C)c1ccc(C(=O)NCCC(=O)N2CCCC2)cc1	-4%	i	-1%	-2%	13	0%	42%[activator]	-2%	10%
39	O=C(CN1CCCCCC1)NN(Cc1ccccc1)c1ccccc1	2%	i	1%	-3%	-4	12%	9%	-2%	-3%
40	O=C(C=CC(=O)OC1CCCCC1)OC1CCCCC1	12%	i	-1%	-19%	-88*	?	4%	-4%	0%
41	CCC1(C(N)=O)CC2C=CC1C2 (configuration not stated)	-6%	i	1%	-5%	20	0%	7%	1%	6%
42	Oc1c(Br)cc(Br)cc1/C=N/NC(=S)N[C@H]1CC2C=CC1C2 (some centres not stated)	?	i	?	?	90	5.8µM*	?	-41%	21µM*
43	CCc1ccccc1NC(=O)CSC1=Nc2ccccc2C2=NC(Cc3ccccc3)C(=O)N12 (configuration not stated)	·	?	4%	·	·	·	10%	-25%	·
44	O=C(CCc1ccccc1)Nc1ccc(NC(=O)C2CCCCC2)nc1	-2%	i	6%	0%	-10	-2%	-13%	-5%	-1%
45	CCOC(=O)c1ccc2ncc(C(=O)OCC)c(NCCN(C)C)c2c1	-12%	i	13%	?	?	7%	3%	-6%	14%
46	CSc1nc2sc3c(c2c2nncn12)CCC3	-4%	?	-4%	0%	-14	0%	-11%	-23%	0%
47	O=P(O)(CP(=O)(c1ccccc1)c1ccccc1)c1ccccc1	-2%	i	11%	17%	17	-3%	-2%	12%	13%
48	COc1ccc(N2CCN(c3csc4ccccc4c3=O)CC2)cc1	·	i	4%	·	·	·	-1%	-22%	·

(cont.)
entry	SMILES	SW480 rerep	S2 tox	KB-3-1 tox	HT1080NT lethal	IL-1B inflam inh	MCF10A rerep	ATXN2 expr inh	HepG2 tox	HT1080 IDH1KD tx
49	Cc1ccc(NC(=S)N(CCCN2CCOCC2)Cc2ccco2)cc1	2%	i	-22%	-5%	-20	0%	1%	2%	2%
50	COc1ccc(NC(=O)c2ccccc2[N+](=O)[O-])cc1OC	-6%	i	-1%	0%	0	-2%	-12%	-3%	0%
51	CCOc1ccc(NS(=O)(=O)c2cc(Cl)ccc2OC)cc1	0%	i	0%	-5%	28	-4%	-4%	-1%	-14%
52	CN(C)CCNC(=O)Nc1cccc(Cl)c1Cl	-1%	i	-5%	-9%	2	-1%	2%	-13%	-7%
53	CC(=O)NCCn1c(SCC(=O)c2ccc(Cl)cc2)nc2ccccc2c1=O	-3%	i	3%	4%	9	13%	3%	3%	14%
54	O=C(N/N=C1\CCCc2oc(C(=O)O)cc21)c1ccccc1	-11%	i	11%	-5%	-1	-10%	14%	-5%	0%
55	C[C@@H]1CN([C@H](C)CO)C(=O)CCCn2nncc2CO[C@H]1CN(C)C(=O)NC1CCCCC1	·	i	6%	?	28	·	8%	-2%	10%
